Screening results as filed in PubChem.
TRPC4 potent: positive allosteric modulators of TRPC4, primary screen, cell-based, mouse TRPC4beta, HEK293 mu-opioid, Fluo-4 calcium; B-score at 10 µM; DAMGO EC20, Fluo-4 Ca2+ flux; stronger effect = higher value; Short transient receptor potential channel 4 (Mus musculus), Q9QUQ5; hit rate 0.42% among 310,000;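 active = B-score of calcium response area above 5 SD of library B-scores, with initial fluorescence ratio within 5 SD of library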;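 note: B-score of integrated fluorescence ratio over time as area under calcium response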
MrgX1 antagonist: antagonists of human MrgX1 receptor, primary screen, HEK293 cells, Fluo-4 calcium flux. Mas-related G-protein coupled receptor member X1 (Homo sapiens), Q96LB2. BAM8-22 antagonism; stronger effect = lower value. B-score at 10 µM. hit rate 1.3% among 310,000. AID 588676, 2011;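 active = calcium-response B-score plate-corrected more than 3 library SD below zero, starting fluorescence within 5 deviations, no agonist response on first addition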;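 note: peak minus trough fluorescence over baseline after final BAM8-22 challenge near maximal dose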
Target sequence (Q96LB2 whole entry, looked up): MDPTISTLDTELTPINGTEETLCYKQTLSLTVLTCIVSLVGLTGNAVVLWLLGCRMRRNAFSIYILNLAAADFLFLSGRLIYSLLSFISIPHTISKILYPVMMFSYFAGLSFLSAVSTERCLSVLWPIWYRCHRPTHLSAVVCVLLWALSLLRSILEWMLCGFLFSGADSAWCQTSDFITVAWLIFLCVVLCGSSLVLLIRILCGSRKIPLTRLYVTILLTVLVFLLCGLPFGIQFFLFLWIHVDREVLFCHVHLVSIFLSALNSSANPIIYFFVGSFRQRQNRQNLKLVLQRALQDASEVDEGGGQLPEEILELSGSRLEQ
MrgX1 allo act: positive allosteric modulators of MrgX1, primary screen, HEK293 cells, Fluo-4 calcium flux; Mas-related G-protein coupled receptor member X1 (Homo sapiens), Q96LB2; FDSS; stronger effect = higher value; B-score at 10 µM; hit rate 0.63% among 310,000; AID 588675, 2011;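 active = plate-corrected calcium response at least 3 library SD above typical, normal starting fluorescence, not activating the receptor alone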;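 note: compound read alongside a low EC10 to EC30 dose of BAM8-22 agonist; peak minus trough fluorescence over baseline measured at the second addition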
HIF act: HIF pathway transcriptional activators, primary screen, cell-based, U2OS HRE-luciferase, luminescence. U2OS HRE-luciferase reporter; normalized: DMSO 0%, desferrioxamine 100%. activation, % at 7.5 µM (by protocol). hit rate 0.32% among 300,000;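 active = mean activation of at least 10% of the iron chelator positive control signal, with at least half of replicates also reaching 10%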
MrgX1 ag: agonists of human MrgX1 receptor, primary screen, HEK293 cells, Fluo-4 calcium flux; Fluo-4 calcium fluorescence, agonist mode; stronger effect = higher value; hit rate 0.44% among 310,000; B-score at 10 µM; AID 588627, 2011;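 active = calcium response B-score plate-corrected fluorescence ratio at least 3 library SD, with starting fluorescence B-score inside 5 SD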
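Test system: Stable human MrgX1 HEK293 cell line | Schedule: Overnight plating before 1 h dye loading | Read-out basis: Baseline-normalised fluorescence change ratio, B-scored | Detection: Kinetic calcium dye fluorescence, Fluo-4 NW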
TRPC6 act: mouse TRPC6 channel activators, primary screen, cell-based, HEK293, membrane potential dye; Short transient receptor potential channel 6 (Mus musculus), Q61143; HEK293-TRPC6 membrane potential dye fluorescence; stronger effect = higher value; B-score at 10 µM; hit rate 0.13% among 310,000;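 active = B-score of the integrated fluorescence ratio above library mean plus 3 SD, and starting fluorescence ratio within library mean plus 5 SD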;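 note: higher score means more depolarization so channel activation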
PolyA inhibitor: polyadenylation inhibitors in yeast reporter cells, primary screen, luminescence, S. cerevisiae; S. cerevisiae SKY197-pL101 polyadenylation reporter, beta-gal luminescence; efflux-impaired pdr1/pdr3 knockout yeast; score 100 = 6 SD above DMSO; calls only at 12 µM; hit rate 0.02% among 300,000;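 active = lowest replicate activity score at least 50, where 100 means six control SD above control mean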;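 note: yeast exposed to compound for 9 h at 30 °C; higher score means more reporter readthrough which indicates perturbed polyadenylation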
TRPC6 inhibitor: mouse TRPC6 channel inhibitors, primary screen, cell-based, HEK293, membrane potential dye; Short transient receptor potential channel 6 (Mus musculus), Q61143; ACh-evoked depolarization; stronger effect = lower value; B-score at 10 µM; hit rate 1.1% among 310,000;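 active = B-score under library mean minus 3 SD, initial fluorescence not abnormally high, positive integrated signal ratio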;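 note: B-score derived from integrated fluorescence ratio over the kinetic read; more negative B-score means stronger inhibition of depolarization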
TRPC4 block: inhibitors of mouse TRPC4 channel, primary screen, Fluo4 calcium, HEK293 TRPC4beta/mu-opioid cells; Short transient receptor potential channel 4 (Mus musculus), Q9QUQ5; DAMGO-evoked Fluo4 calcium flux; stronger effect = lower value; B-score at 10 µM; hit rate 0.39% among 300,000;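 active = B-score over 3 SD under the library average, no early fluorescence shift, positive overall ratio signal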
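System: stable TRPC4beta/mu-opioid receptor HEK293 cells; Dosing: single-point compound dosing; Measured by: Fluo4 Ca2+ flux fluorescence; Read-out basis: per-well B score of integrated baseline-normalized Fluo4 ratio.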
TRPC4 act: activators of mouse TRPC4 channel, primary screen, Fluo4 calcium, HEK293 TRPC4beta/mu-opioid cells | Short transient receptor potential channel 4 (Mus musculus), Q9QUQ5 | Fluo4 calcium fluorescence; stronger effect = higher value | B-score at 10 µM | hit rate 0.49% among 310,000 | AID 2237, 2010;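 active = B-score above 5 SD of library B-scores, and initial fluorescence ratio not above library mean plus 5 SD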;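 note: positive B-score marks a calcium rise read as TRPC4 activation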
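Incubation: 45 min room-temperature Fluo4 loading, 110 s read / System: HEK293 cells stably co-expressing mouse TRPC4beta and mu-opioid receptor / Signal: Fluo4 fluorescence, kinetic / Control set: buffer (low) and maximal DAMGO (high) / Measure: integrated baseline-normalised fluorescence ratio, converted to per-well B score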
AI-2 QS modul: Vibrio harveyi AI-2 quorum sensing modulators, primary screen, JMH597 strain, luminescence/OD600 ratio. Vibrio harveyi JMH597 AI-2 luminescence/OD600 ratio, 9 h; stronger effect = lower value; strain lacks LuxN and CqsS sensors; 0 = neutral-control median. activity change, % at 7.5 µM. hit rate 0.4% among 300,000. AID 2094, 2009; in the data active = activity change below about -75%, passing the limit was not always enough;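 note: luminescence divided by OD600 gain over 9 h not by final OD600 alone; inactives centre near 13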
Starred values were filed as active, the others as inactive; i = inactive; . = no result given.

SMILES | TRPC4 potent | MrgX1 antagonist | MrgX1 allo act | HIF act | MrgX1 ag | TRPC6 act | PolyA inhibitor | TRPC6 inhibitor | TRPC4 block | TRPC4 act | AI-2 QS modul
O=C(OCC(=O)N1CCN(c2ccccc2)CC1)c1ccco1 | i | . | . | -0.2 | . | i | i | i | i | i | 6
Cc1ccc(NC(=O)CSc2ccc3nnc(CCNC(=O)c4ccccc4)n3n2)c(C)c1 | i | i | i | 0.0 | i | i | i | i | i | i | 13
O=C(CN1C(=O)c2ccccc2S1(=O)=O)NCCc1ccccc1 | i | i | i | -36 | i | i | i | i | i | i | -4
CN1CCN(CC(O)COC(c2ccccc2)c2ccccc2)CC1 (stereo not drawn) | i | i | i | 0.1 | i | i | i | i | i | i | 24
O=C(CSc1nc2ccccc2c(=O)[nH]1)Nc1ccc(C(=O)O)cc1 | i | i | i | 0.4 | i | i | i | i | i | i | 20
COc1cc(NC(=O)c2ccno2)cc(C(=O)Nc2cccc(C(F)(F)F)c2)c1 | i | i | i | -0.8 | i | i | i | i | i | i | 21
COc1ccc(CN2CCNC(=O)C2CC(=O)NCCCn2cccn2)cc1C (stereo not drawn) | i | i | i | -0.5 | i | i | i | i | i | i | 25
CC1CCN(CCC(=O)Nc2ccc(F)c(F)c2)CC1 | i | i | i | 0.3 | i | i | i | i | i | i | 7
CC(=O)N1CC(=O)N=C1SCC(=O)Nc1nc(-c2ccccc2)c(-c2ccccc2)s1 | i | i | i | -0.1 | i | i | i | i | i | i | 14
COc1cc(/C=C/C(=O)O)cc(S(=O)(=O)Nc2ccccc2Oc2ccccc2)c1OC | i | i | i | -0.1 | i | i | i | i | i | i | 10

Complete entries, looked up by structure.
Profile of CC(=O)N1CC(=O)N=C1SCC(=O)Nc1nc(-c2ccccc2)c(-c2ccccc2)s1 : TRPC4 potent = i; MrgX1 antagonist = i; MrgX1 allo act = i; HIF act = -0.1; MrgX1 ag = i; TRPC6 act = i; PolyA inhibitor = i; TRPC6 inhibitor = i; TRPC4 block = i; TRPC4 act = i; AI-2 QS modul = 14
Profile of O=C(CN1C(=O)c2ccccc2S1(=O)=O)NCCc1ccccc1 : TRPC4 potent = i; MrgX1 antagonist = i; MrgX1 allo act = i; HIF act = -36; MrgX1 ag = i; TRPC6 act = i; PolyA inhibitor = i; TRPC6 inhibitor = i; TRPC4 block = i; TRPC4 act = i; AI-2 QS modul = -4

The listing continues.
SMILES | TRPC4 potent | MrgX1 antagonist | MrgX1 allo act | HIF act | MrgX1 ag | TRPC6 act | PolyA inhibitor | TRPC6 inhibitor | TRPC4 block | TRPC4 act | AI-2 QS modul
CCCOc1ccc(C(=O)O/N=C(\CC)c2ccc(C)cc2)cc1 | i | i | i | -0.3 | i | i | i | i | i | i | 3
O=C(Cn1nc(C(=O)O)c2ccccc2c1=O)NCCC1=CCCCC1 | i | i | i | 0.1 | i | i | i | i | . | i | 9
CCn1c(SC(C)C(=O)NC2CCCc3ccccc32)nnc1-c1cccs1 (stereo not drawn) | i | i | i | -0.2 | i | i | i | i | i | i | 28
CC(C)CCNC(=O)C1CCC(=O)N1C(C)C (stereo not drawn) | i | i | i | -0.7 | i | i | i | i | i | i | -2
Cc1nc(CSc2nnc(Nc3cccc(C)c3C)s2)cs1 | i | i | i | 0.0 | i | i | i | i | i | i | 7
O=C(C[n+]1ccc(/C=C/c2ccccc2)cc1)c1ccc2c(c1)OCCO2 | i | i | i | 0.8 | i | i | i | i | i | i | 22
COc1cc(C(=O)Nc2ccc(C)cc2)c(-n2cnnn2)cc1OC | i | i | i | 0.0 | i | i | i | i | i | i | -9
Cc1nn(CC(=O)NCCCN2CCCCC2)c(=O)c2cc(-c3ccccc3)nn12 | i | i | i | -0.3 | i | i | i | i | i | i | 5
COc1ccc(/C=N/NC(=O)c2cc(Br)ccc2O)cc1Cn1cc(Cl)cn1 | i | i | i | 0.4 | i | i | i | i | i | i | 11
CCOC(=S)N/C(=N\S(=O)(=O)c1ccc(C)cc1)c1ccccc1 | i | i | i | -0.1 | i | i | i | i | i | i | 56
CCOC(=O)C1=C(C)N=C2c3ccccc3C(=O)C2C1c1ccc(Br)cc1 (stereo not drawn) | i | i | i | -0.8 | i | i | i | i | i | i | 5
COc1ccc(C(=O)NC2CCc3ccccc32)cc1OC1CCN(C(C)C)CC1 (stereo not drawn) | i | i | i | 1.0 | i | i | i | i | i | i | 5
CCc1nc(C)cn1S(=O)(=O)c1ccc(Cl)c(Cl)c1Cl | i | i | i | -0.6 | i | i | i | i | i | i | 18
CCCCNC(=S)N(CCN(C)C)Cc1cc2cc3c(cc2[nH]c1=O)OCCO3 | i | i | i | -31 | i | i | i | i | i | i | 22
COc1ccc2nc(Nc3ccccc3)sc2c1 | i | i | i | 3.9 | i | i | i | i | i | i | 13
CCc1nc(SCC(=O)c2ccc(Cl)s2)c2oc3ccccc3c2n1 | i | i | i | 0.0 | i | i | i | i | i | i | 7
NC(=O)c1ccccc1N/C=C/C(=O)c1ccccc1 | i | i | i | 0.8 | i | i | i | i | i | i | 8
O=C1C2C3C=CC(CC3)C2C(=O)N1c1ccc(Cl)cc1Cl (stereo not drawn) | i | i | i | -0.7 | i | i | i | i | i | i | 10
CC(C(=O)Nc1ccccc1)N1C(=O)c2ccccc2C1=O (stereo not drawn) | i | i | i | 0.1 | i | i | . | i | i | i | 12
CC(C)Cc1nnc(NC(=O)CSc2nc(O)c(-c3ccccc3)c(=O)[nH]2)s1 | i | i | i | 0.1 | i | i | i | i | i | i | 26
COc1ccc(CSc2nnc(C)n2N)cc1[N+](=O)[O-] | i | i | i | -0.3 | i | i | i | i | i | i | 13
O=C(CCCSc1nc(-c2ccco2)cc(C(F)(F)F)n1)NCC1CCCO1 (stereo not drawn) | i | i | i | -0.1 | i | i | i | i | i | i | 20
COc1ccc(NC(=O)CSc2ncnc3c2cnn3Cc2ccccc2)cc1 | i | i | i | -0.1 | i | i | i | i | i | i | 11
Clc1ccc(Oc2nc3ccccc3n3cccc23)cc1 | i | i | i | -0.3 | i | i | . | i | i | i | 24
O=C(CSc1n[nH]c(=O)[nH]c1=O)c1ccccc1[N+](=O)[O-] | i | i | i | -0.2 | i | i | i | i | i | i | 17
COc1ccc2c(CC(=O)Nc3ccc(OC)c(NS(=O)(=O)c4ccc(F)cc4)c3)coc2c1 | i | i | i | -0.7 | i | i | i | i | i | i | 26
COc1ccccc1NC1=C(C)C(=O)CC1 | i | i | i | -0.1 | i | i | i | i | i | i | 4
CCCC(=O)Nc1c(-c2cccs2)c(=O)c2ccccc2n1C | i | i | i | -0.5 | i | i | i | i | i | i | -1
O=S(=O)(NCCc1csc(-c2cccnc2)n1)c1cccs1 | i | i | i | 0.6 | i | i | i | i | i | i | 24
Cc1ccc(S(=O)(=O)N2CCOCC2)cc1C(=O)N1CCCCCC1 | i | i | i | -0.1 | i | i | i | i | i | i | 18
Cc1ccccc1NC(=O)c1snc2c(=O)[nH]cnc12 | i | i | i | 0.0 | i | i | i | i | i | i | 24
CC1CCCN(CCS(=O)(=O)c2ccccc2)C1 (stereo not drawn) | i | i | i | 0.1 | i | i | i | i | i | i | -9
CCN(CC)CCOC(=O)c1cccc2c1-c1ccccc1C2O (stereo not drawn) | i | i | i | 0.0 | i | i | i | i | i | i | -5
Cc1ccc(NC(=O)CSc2ccc3nnc(-c4cccnc4)n3n2)cc1 | i | i | i | -0.3 | i | i | i | i | i | i | 15
CCC/C=N/NC(=O)c1ccccc1O | i | i | i | 2.2 | i | i | i | i | i | i | 17
O=C(NC(=S)Nc1ccccc1C(=O)O)c1ccc2ccccc2c1 | i | i | i | 0.7 | i | i | i | i | i | i | 21
CCOC(=O)c1c(NC(=S)NC)sc2c1CC(C)(C)SC2 | i | i | i | 0.2 | i | i | i | i | i | i | 10
Cn1c(SCC(=O)O)nc2sc3c(c2c1=O)CCC3 | i | i | i | -2.4 | i | i | i | i | i | i | 16
Cc1cccc2c1N(CC(=O)OC(C)C)C(=O)C2=O | i | i | i | -0.2 | i | i | i | i | i | i | 16
Cc1nc(C)c(C(=O)O)s1 | i | i | i | -0.1 | i | i | . | i | i | i | 13
COc1ccccc1NC(=O)Cc1nnc(SCC(=O)NC2CCCCC2)n1C | i | i | i | -1.0 | i | i | i | i | i | i | -9
COc1ccc(C(=O)CCC(=O)NCCc2c[nH]c3ccccc23)cc1 | i | i | i | 0.2 | i | i | i | i | i | i | 1
CCn1cc(C(=O)O)c(=O)c2cnc(N3CCN(C(=S)NC(=O)c4ccccc4)CC3)nc21 | i | i | i | 0.2 | i | i | i | i | i | i | 27
Cc1nc2ccc(Br)cc2c2c1CC(CBr)O2 (stereo not drawn) | i | i | i | 0.4 | i | i | i | i | i | i | 7
CCCOc1ccc(C2/C(=C(\O)c3c(C)[nH]c(C(=O)OC)c3C)C(=O)C(=O)N2CCN(C)C)cc1 (stereo not drawn) | i | i | i | -0.1 | i | i | i | i | i | i | 29
COc1cc(S(=O)(=O)Nc2ccccc2C)ccc1Cl | i | i | i | -0.2 | i | i | i | i | i | i | 23
O=C(O)c1ccc(NC(=O)c2ccccc2NC(=O)c2cccc(Br)c2)cc1 | i | i | i | -0.6 | i | i | i | i | i | i | 18
COCCNC(=O)CCCn1c(=O)c2cc(OC)c(OC)cc2n(CC(=O)c2ccc(Cl)cc2)c1=O | i | i | i | 0.1 | i | i | i | i | i | i | 14

A portion of the library (hit frequency here may not be typical).
